TWEAK Fn14 block = inhibitors of TWEAK-Fn14 signaling, primary screen, luciferase reporter cells, uHTS; 360,000 tested, 2% active; inhibition, % at 10 µM; TWEAK-stimulated Fn14 reporter cells, luciferase luminescence, 8 h; in the data active means inhibition above about 50%
NR2F2 inh = NR2F2 transcriptional activity inhibitors, primary screen, cell-based, luciferase reporter, HEK293T, luminescence; HEK293T NGFI-A luciferase reporter; inhibition, % at 8.6 µM; 370,000 tested, 0.7% active; AID 686940, 2013; COUP transcription factor 2 (Homo sapiens), P24468;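 active means inhibition above a per-plate cutoff, mean inhibition of test wells between control levels plus 3 SD, cut at about 38% in these data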;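 further: cells cotransfected with COUP-TFII expression vector driving the NGFI-A reporter; 0% = median of COUP-TF2 test wells and 100% = reporter-only cells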
ABHD5 PLIN5 PPI = ABHD5-PLIN5 interaction inhibitors, primary screen, cell lysate, split luciferase complementation, luminescence; Perilipin-5 (Homo sapiens) + 1-acylglycerol-3-phosphate O-acyltransferase ABHD5 (Homo …; Split G. princeps luciferase complementation, 4 h; inhibition, % at 4 µM; 360,000 tested, 0.78% active;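 active means inhibition above the mean inhibition across every tested compound plus 3 SD, cut at about 22% in these data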;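 further: 0% = DMSO only wells and the 100% control is not disclosed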
Target sequence (Q00G26 whole entry, looked up): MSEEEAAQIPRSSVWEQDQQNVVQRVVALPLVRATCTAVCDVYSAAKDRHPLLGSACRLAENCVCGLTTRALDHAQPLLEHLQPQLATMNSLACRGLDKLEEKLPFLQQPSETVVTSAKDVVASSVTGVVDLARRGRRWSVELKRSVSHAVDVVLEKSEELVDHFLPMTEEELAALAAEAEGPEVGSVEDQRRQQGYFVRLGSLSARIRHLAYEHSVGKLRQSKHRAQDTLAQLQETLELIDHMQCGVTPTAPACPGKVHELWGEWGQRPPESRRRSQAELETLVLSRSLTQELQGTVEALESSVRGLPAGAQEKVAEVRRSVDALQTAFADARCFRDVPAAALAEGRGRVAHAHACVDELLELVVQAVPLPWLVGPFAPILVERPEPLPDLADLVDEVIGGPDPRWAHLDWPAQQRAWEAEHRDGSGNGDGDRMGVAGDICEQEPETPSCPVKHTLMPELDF
Target sequence (Q8WTS1 whole entry, looked up): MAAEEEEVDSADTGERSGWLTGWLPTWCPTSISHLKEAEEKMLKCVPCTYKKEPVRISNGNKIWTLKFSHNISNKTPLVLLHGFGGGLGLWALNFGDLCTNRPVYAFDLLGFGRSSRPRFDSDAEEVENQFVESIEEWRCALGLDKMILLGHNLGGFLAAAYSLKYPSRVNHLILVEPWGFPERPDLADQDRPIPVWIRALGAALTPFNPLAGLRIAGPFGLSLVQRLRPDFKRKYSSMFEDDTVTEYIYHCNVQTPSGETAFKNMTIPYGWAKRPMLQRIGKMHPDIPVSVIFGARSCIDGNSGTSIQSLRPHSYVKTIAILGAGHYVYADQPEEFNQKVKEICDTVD
Exocytosis inh = LAMP-1 surface exposure blockers, TALL-104 cells – cell-based, flow cytometry, MLPCN library, primary screen; AID 651702, 2012; inhibition, % at 10 µM; 360,000 tested, 0.66% active; TALL-104 LAMP-1 surface exposure; cells stimulated with thapsigargin and PMA;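 active means inhibition above about 55%, limit read from the data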
NOD2-RIPK2 inh = NOD2-RIPK2 binding disruptors in cells, primary screen, fluorescence, CHO cells, BLA complementation; Receptor-interacting serine/threonine-protein kinase 2 (Homo sapiens), O43353; CCF4 ratio; inhibition, % at 4.98 µM; 360,000 tested, 0.38% active; AID 624267, 2012; in the data active means inhibition above about 21%;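 further: 0% = vehicle only and 100% = reference blocker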
NCOA2 inhibitor = inhibition of GAL4-SRC2 driven luciferase reporter, primary screen, SRC2 inhibitor project, cell-based, luminescence; Nuclear receptor coactivator 2 (Homo sapiens), Q15596; HEK293 GAL4-SRC2 luciferase reporter; inhibition, % at 9 µM; 370,000 tested, 0.17% active;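 active means inhibition above the mean inhibition of all tested compounds plus 3 SD, set per campaign, cut at about 52% in these data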;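 further: 0% = DMSO treated cells and 100% = cells given Gossypol at 36 µM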
SRC1 inh = SRC1 coactivator transcriptional activity inhibitors, primary screen, cell-based, luminescence; Nuclear receptor coactivator 1 (Homo sapiens), Q15788; HEK293 GAL4-SRC1 luciferase reporter; inhibition, % at 3.6 µM; 360,000 tested, 0.12% active; AID 588354, 2011;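 active means inhibition above the campaign mean plus 3 SD, with each screening campaign given its own cutoff, cut at about 60% in these data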;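 further: 0% = DMSO treated cells and 100% = gossypol at 36 µM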
SRC3 inh = SRC3 coactivator transcriptional activity inhibitors, primary screen, cell-based, luminescence; inhibition, % at 3.6 µM; 360,000 tested, 0.17% active; HEK293 GAL4-SRC3 luciferase reporter;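 active means inhibition above a per-campaign cutoff, the mean of all compounds plus 3 SD, cut at about 60% in these data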;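 further: 0% = DMSO-treated cells and 100% = gossypol-treated cells at 36 µM; higher means less SRC3-driven luciferase light from the GAL4 reporter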
NR5A2 inv ag = LRH-1 (NR5A2) inverse agonists, primary screen, cell-based, luminescence, HEK293T, StAR-luciferase reporter | inhibition, % at 3.6 µM | Nuclear receptor subfamily 5 group A member 2 (Homo sapiens), O00482 | LRH-1 transfected, 24 h | 360,000 tested, 0.13% active;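 active means inhibition above the mean inhibition of all tested compounds plus 3 SD, cut at about 73% in these data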;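 further: 0% = DMSO wells and 100% = reporter-only cells lacking LRH-1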
TROY NFkB inh = inhibitors of TROY-driven NF-kB signaling, primary screen, Q293 LMP1-TROYcd cells, NF-kB luciferase, uHTS; Q293 LMP1-TROYcd NF-kB luciferase reporter, 4 h; inhibition, % at 10 µM; 360,000 tested, 0.98% active; AID 1347056, 2019;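 active means compounds whose plate-normalised and pattern-corrected inhibition of the luciferase reporter signal at the single screening dose is 50% or more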
TLR9-MyD88 inh = inhibitors of TLR9-MyD88 association in cells, primary screen, cell-based, CHO, BLA complementation, fluorescence | inhibition, % at 4.98 µM | CCF4 FRET ratio | Toll-like receptor 9 (Homo sapiens) + Myeloid differentiation primary response protein … | 340,000 tested, 0.21% active;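 active means inhibition above the mean over all tested compounds plus 3 SD, cut at about 21% in these data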;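 further: 0% = DMSO only wells and 100% = clavulanate BLA inhibitor control wells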
* = called active by the depositor; / = not tested or not shown.

SMILES	TWEAK Fn14 block	NR2F2 inh	ABHD5 PLIN5 PPI	Exocytosis inh	NOD2-RIPK2 inh	NCOA2 inhibitor	SRC1 inh	SRC3 inh	NR5A2 inv ag	TROY NFkB inh	TLR9-MyD88 inh
Cc1ccc(CC2CC(=O)N(CCc3ccc4c(c3)OCO4)C2=O)cc1 (stereo not given)	-15	1	3	-2	10	4	-30	3	1	11	-4
CN(C)C(=O)CCc1ccc2c3c([nH]c2c1)[C@]1(C)[C@@H](C(=O)N2CCCCC2)C[C@H](CC(=O)NCCC2=CCCCC2)C(=O)N1CC3	2	9	0	6	2	5	-8	-14	6	-1	-5
CCC(CO)Oc1cc(NCc2ccccc2O)c2ncn(C(C)C)c2c1 (stereo not given)	37	43*	-9	-7	-6	14	0	10	16	42	-3
CCNc1ccc(C(=O)OCC(=O)NC(=O)NCC(C)C)cc1[N+](=O)[O-]	-15	-1	-2	3	-6	4	-5	9	-6	7	2
CCCCNS(=O)(=O)c1ccc2nc(SCC(=O)Nc3cccc(F)c3)[nH]c2c1	15	0	2	2	-3	-4	3	7	19	13	7
COC(=O)c1c(C(=O)OC)c(-c2ccc(F)cc2)n2c1CSC2	16	-11	0	-4	0	2	-6	-16	-5	-1	8
COC(=O)[C@@H]1CCCN1Cc1nc(Cc2ccccc2F)no1	1	-5	-1	-1	5	-8	-7	8	5	-1	-5
CC1Cc2ccccc2N1C(=S)NC1CCCC1 (stereo not given)	16	-4	-7	5	0	-6	-2	-13	23	-10	-9
O=Cc1cn(CC(=O)Nc2ccccc2)c2ccccc12	-9	17	0	6	-6	11	-6	-22	24	13	-18
O=C(CN1C(=O)NC2(CCCC2)C1=O)N1CCCSC1=Nc1ccccc1	11	12	-4	3	-1	6	-28	15	9	-2	-8
COc1ccc(NC(=O)C2(c3ccc(NC(=O)c4ccc(OC)cc4)cc3)CCCC2)cc1	-30	-6	-5	0	-6	12	-13	8	-2	8	-1
CCN(CC)CCN(CC(=O)Nc1c(C)cc(C)cc1C)C(=O)c1ccccc1	-5	-16	24*	17	-8	10	-9	11	27	4	4
Cc1cc(NC(=O)C(C)SCC(=O)Nc2ccccc2N2CCCC2)no1 (stereo not given)	10	-3	-1	10	5	26	-1	19	-14	21	-1
COc1cccc(NC(=O)CN(C)C(=O)c2cccc(NS(=O)(=O)c3ccc(Br)cc3)c2)c1	-5	7	-1	2	-3	6	-6	-9	-8	-14	4
CCOc1ccc(OCCC(=O)NNC(=O)c2cc(OC)c(OC)c(OC)c2)cc1	-3	-2	-5	-9	-6	4	-60	4	-17	-21	5
Cn1c(=O)c(N=O)c(N)n(Cc2ccccc2)c1=S	2	4	-2	2	1	-20	4	2	4	-6	-2
CC(C)c1ccc(C(=O)N2CCOCC2c2cc(C(=O)Nc3ccccc3)no2)cc1 (stereo not given)	6	6	-5	-4	-1	-13	-21	13	-24	-4	/
CN(C(=O)c1cccc(NC(=O)Cc2ccc(NC(=O)C3CCCN(C(=O)C4CCCC4)C3)cc2)c1)C1CC1 (stereo not given)	5	-38	-2	-2	-10	-30	14	-3	21	8	-6
COc1cc(NC(=S)Nc2cccnc2)cc(OC)c1	-4	-5	-12	2	-6	-79	3	14	-4	-3	-9
Cc1nn(C)c(C)c1CN(C)C(=O)C1c2ccccc2Oc2ccccc21	-5	1	-5	-2	-1	-13	10	-14	-14	-2	6
Cc1cccc(N2CCN(Cc3nc(-c4ccc(F)cc4F)oc3C)CC2)n1	0	-1	6	0	-2	4	14	2	9	-8	-9
COc1ccc(/C=C/C(=O)NC(=S)NCCc2ccc(OC)c(OC)c2)cc1	-42	-4	-3	13	3	20	-24	-2	-10	9	6
COC(=O)c1ccc(-n2c(C)ccc2-c2ccccc2)cc1	7	13	5	2	-2	-1	-12	11	-25	-28	-8
O=C(Nc1nnc(-c2ccc(Cl)cc2)o1)c1ccc(N2C(=O)CCC2=O)cc1	-4	-7	-2	-1	1	-5	3	0	4	5	-13
Cc1cccc(-c2nc(CSCC(=O)N3CCN(c4ccccn4)CC3)c(C)o2)c1	-11	20	-5	-3	3	15	3	-8	9	34	1
N#Cc1c(NC(=O)CN2CCCCC2)sc2c1CCC2	-22	-21	6	-4	3	-16	3	-24	-5	5	1
COc1ccccc1-n1c(Cc2cccs2)n[nH]c1=S	-14	0	-2	-2	-8	4	-8	4	7	-1	11
CCOc1cc(/C=N/Nc2cc(C)nc(-n3nc(C)cc3C)n2)ccc1O	-8	7	-3	4	0	-3	-18	26	13	2	5
Cc1cccc(C)c1NC(=O)c1cc2c(=O)c3ccccc3oc2nc1C(F)(F)F	-3	-7	-5	16	-3	2	-25	-2	-4	0	-2
CN(C)Cc1nc2c(c(=O)[nH]1)C1(CCCCC1)Cc1ccccc1-2	7	10	1	-2	2	-3	1	12	-25	7	7

Limited to NCOA2 inhibitor (2 entries from above):
molecule | NCOA2 inhibitor
COC(=O)c1ccc(-n2c(C)ccc2-c2ccccc2)cc1 | -1
O=C(Nc1nnc(-c2ccc(Cl)cc2)o1)c1ccc(N2C(=O)CCC2=O)cc1 | -5

Going on with the list:
SMILES	TWEAK Fn14 block	NR2F2 inh	ABHD5 PLIN5 PPI	Exocytosis inh	NOD2-RIPK2 inh	NCOA2 inhibitor	SRC1 inh	SRC3 inh	NR5A2 inv ag	TROY NFkB inh	TLR9-MyD88 inh
O=S(=O)(NCC1CC1)c1ccc(F)c(Cl)c1	7	10	1	-9	1	-11	-1	-7	3	-9	-8
CC1(C)CC(=O)c2cc(C(=O)Nn3cnnc3)c(=O)n(-c3ccccc3)c2C1	7	2	2	-2	-18	-27	-20	2	6	-19	-11
Cc1ccc(CO/N=C/C2=C(Cl)c3ccccc3CC2)cc1	-15	-5	-4	1	2	10	-41	-3	-5	-27	-3
COc1ccc2c3c(ccc2c1)C(=O)/C(=C/O)CC3	15	4	-3	-3	-6	10	-41	-68	-46	-16	4
CCOC(=O)c1c(NC(=O)C2CCCN(S(=O)(=O)c3ccccc3)C2)sc2c1CCCC2 (stereo not given)	2	10	-1	-1	0	10	2	4	12	11	-2
CN(C)C(=O)CCCc1nc(-c2ccc(Cl)cc2)no1	6	-8	3	0	-3	-37	-63	-55	-100	-41	2
Cc1cccc(C)c1NC(=O)COC(=O)c1ccc(N2CCCC2)c([N+](=O)[O-])c1	-64	8	1	-1	-8	18	8	19	-5	-1	4
CCc1cc(=O)oc2cc(C)cc(OCC(=O)NCCc3c[nH]c4ccccc34)c12	-30	1	0	-6	-1	2	-1	-11	12	4	-6
CSc1nc(C)nc(C2CC2)c1C#N	7	-7	-1	-4	-14	-8	2	0	13	-1	/
C=CCn1c(CNC(=O)c2ccco2)nnc1SCC(=O)c1ccc(OC)cc1	5	0	-9	-1	-2	8	-21	17	-17	8	7
Cc1ccc(C)c(N2CCN(C(=O)Cn3c(=O)oc4cc(S(=O)(=O)N5CCCC5)ccc43)CC2)c1	30	/	-2	26	4	/	5	7	14	10	-6
CCOC(=O)c1ccc(NC(=O)c2ccccc2N(C)S(=O)(=O)c2ccccc2)cc1	21	-2	3	-1	-7	4	8	16	-25	-8	6
O=C1OCCN1N=Cc1ccco1	18	-13	-3	7	-9	-21	0	4	20	3	-2
COC(=O)c1sc(NC(=O)C2c3ccccc3Oc3ccccc32)c(C(=O)OC)c1C	-10	-8	0	-1	-5	-15	2	6	1	-11	2
CCOC(=O)[C@]12CCC=C1N(Cc1ccccc1)C(=O)[C@H](CC(=O)NCCc1ccccc1OC)C2	-10	2	0	4	-9	-5	/	/	4	3	/
O=C(c1ccccc1C(=O)N1CCN(c2ccccc2F)CC1)N1CCN(c2ccccc2F)CC1	7	4	6	-1	-5	-25	-12	-11	-3	-17	-8
COc1ccc(C(N)c2csc(NC(=O)Nc3ccccc3C(C)(C)C)n2)cc1 (stereo not given)	13	4	1	-7	1	22	-6	2	-12	19	/
CCCOc1ccc(/C=C/C(=O)O)cc1OC	13	-5	2	5	7	7	-25	5	3	-6	-17
COc1ccc(OCC(=O)NS(=O)(=O)c2ccccc2)cc1	21	21	-1	19	-6	17	1	9	7	3	0
CCOc1ccc(C(=O)CN2CCN(S(=O)(=O)c3ccc(Cl)cc3)CC2)cc1	21	12	-1	-7	-37	-1	2	6	-15	7	1
CCOC(=O)N1CCN(C(=O)/C=C/c2ccc3c(c2)OCO3)CC1	-2	2	-4	-5	-8	10	4	1	2	-9	-6
CC(C)Cn1cnc2c(SCc3ccccc3)nc(N)nc21	-38	-24	5	6	11	-4	-30	-63	-41	-36	-1
C=CCOc1ccc(/C=N/NC(C)=O)cc1OCC	11	-14	2	0	2	23	-14	0	-18	-22	-2
Cc1nc2c(-c3ccc(F)cc3)c(C)nn2c(C)c1CCC(=O)Nc1ccccc1F	-6	-3	-2	0	2	3	15	9	8	17	5
Cc1ccc(/C=C2/Sc3ccc(C(=O)NCCN4CCOCC4)cc3NC2=O)cc1	0	-8	-9	32	-3	-14	-38	4	7	-8	7
COCCN(C(=O)CSc1nnc(-c2cccc(OC)c2)n1C)c1c(N)n(Cc2ccccc2)c(=O)[nH]c1=O	-4	/	0	-1	-11	/	1	5	-8	10	-1
Nc1nonc1-n1nnc(C(=O)N/N=C/c2cccc(Cl)c2)c1CN1CCCC1	-26	-2	3	-4	-7	5	-28	7	10	-11	0

4 entries from above, ordered by the number in NOD2-RIPK2 inh, largest number first:
Structure,TWEAK Fn14 block,NR2F2 inh,ABHD5 PLIN5 PPI,Exocytosis inh,NOD2-RIPK2 inh,NCOA2 inhibitor,SRC1 inh,SRC3 inh,NR5A2 inv ag,TLR9-MyD88 inh
Cc1nc2c(-c3ccc(F)cc3)c(C)nn2c(C)c1CCC(=O)Nc1ccccc1F,-6,-3,-2,0,2,3,15,9,8,5
COc1ccc(C(N)c2csc(NC(=O)Nc3ccccc3C(C)(C)C)n2)cc1 (stereo not given),13,4,1,-7,1,22,-6,2,-12,/
O=C(c1ccccc1C(=O)N1CCN(c2ccccc2F)CC1)N1CCN(c2ccccc2F)CC1,7,4,6,-1,-5,-25,-12,-11,-3,-8
CCOc1ccc(C(=O)CN2CCN(S(=O)(=O)c3ccc(Cl)cc3)CC2)cc1,21,12,-1,-7,-37,-1,2,6,-15,1

Screening data deposited in PubChem BioAssay by several laboratories.

A portion of the library. The share of hits here may be higher or lower than overall.
